Lipid storage S3 = qHTS Assay for Lipid Storage Modulators in Drosophila S3 Cells. hit rate 0.64% among 320,000. Drosophila S3 cells, BODIPY lipid droplet fluorescence, 18-24 h; cells fed with added oleic acid. Potency in µM for hits, for the others lipid storage change, negative = inhibition, % at the top dose, mostly 46.1 µM; active = well fitted inhibition curve with a large enough effect in the signal ratio, with a control signal flat, not every such curve was filed as active; inconclusive = small, poorly fitted or top-dose-only effect, or effect the other way, or a change in a side signal; the % refers to the signal ratio
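Drosophila S3 cells got compounds at several concentrations plus oleic acid (400 uM solution). Laser-scanning cytometry with 488 nm excitation read lipid droplets at 500-530 nm and cells at 575-640 nm. Percent activity was relative to 20 uM Triacsin C.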
Lipid storage S3 cell count max = further read-out of Lipid storage S3, marked with its call; cell number change, %; measured here: cell count max response;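 cells counted by Cell Tracker Red CMTPX staining in the red channel; peak over a dose series mostly up to 46.1 µM; percent activity relative to internal control wells on each plate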
An asterisk follows results filed as active; i = inactive; ? = inconclusive; nt = not tested or not shown; [ ] = remark or other dose. % is scaled to controls: 0 for no effect and ±100 for the full control effect; potency is read from the fitted curve at half-maximal effect.

The first 6 entries, ahead of the listing:
Second line of a record – Lipid storage S3	Lipid storage S3 cell count max
COC(=O)C1(S(=O)(=O)c2ccc(C)cc2)CCOCC1
→ ?	nt
O=C(C1CCC(CNS(=O)(=O)c2cccs2)CC1)N1CCN(c2ccc(Cl)cc2)CC1 (configuration not stated)
→ ?	nt
O=C(COC(=O)/C=C/c1ccc(F)cc1)NCc1cccs1
→ ?	nt
CN(Cc1nccn1C)C(=O)c1cc(COc2cccc(C(F)(F)F)c2)on1
→ i	-17
C=C(C)c1cccc(C(C)(C)NC(=O)N2CCC(C(N)=O)CC2)c1
→ ?	nt
CC(=O)c1c[nH]c(C(=O)NC2CCCCCC2)c1
→ ?	nt

This part in full, previewed entries included:
Second line of a record – Lipid storage S3	Lipid storage S3 cell count max
COC(=O)C1(S(=O)(=O)c2ccc(C)cc2)CCOCC1
→ ?	nt
O=C(C1CCC(CNS(=O)(=O)c2cccs2)CC1)N1CCN(c2ccc(Cl)cc2)CC1 (configuration not stated)
→ ?	nt
O=C(COC(=O)/C=C/c1ccc(F)cc1)NCc1cccs1
→ ?	nt
CN(Cc1nccn1C)C(=O)c1cc(COc2cccc(C(F)(F)F)c2)on1
→ i	-17
C=C(C)c1cccc(C(C)(C)NC(=O)N2CCC(C(N)=O)CC2)c1
→ ?	nt
CC(=O)c1c[nH]c(C(=O)NC2CCCCCC2)c1
→ ?	nt
O=C(NCCC1CCCCN1S(=O)(=O)c1ccc(F)cc1)C(=O)NCc1ccccn1 (configuration not stated)
→ -22%	3
Cc1cc(C(=O)NC(C)c2ccncc2)cs1 (configuration not stated)
→ ?	nt
O=C(Cc1ccccc1[N+](=O)[O-])NNC(=O)c1ccncc1
→ ?	nt
CCCN(CC(=O)Nc1ccccc1C)C(=O)COc1c(Cl)cccc1Cl
→ ?	nt
O=C(COC(=O)CCC1CCCC1)Nc1ccc(F)cc1
→ ?	nt
O=C(COC(=O)c1cc[n+]([O-])cc1)Nc1ccc(SC(F)F)cc1
→ -13%	-6
Cc1cc(C(=O)NNC(=S)NCc2ccco2)nn1C
→ 24%	nt
Cc1cc(C)c(S(=O)(=O)Nc2ccnc(-c3cccnc3)n2)c(C)c1
→ ?	nt
O=C(CSc1nnc(CNc2ccc(F)cc2)o1)N1CCCc2ccccc21
→ ?	nt
O=C(COC(=O)c1cc(S(=O)(=O)N2CCOCC2)ccc1F)Nc1ccc(Cl)cn1
→ ?	nt
Nc1nc(SCc2nc3scc(-c4ccccc4)c3c(=O)[nH]2)n[nH]1
→ ?	nt
CCCc1c(C)nc2ccccc2c1SCCC#N
→ ?	nt
O=[n+]1c2c(n([O-])c3c1CCC3)CCCC2
→ -24%	-5
Cc1cc(=O)n2[nH]c(C)cc2n1
→ -17%	nt
S=C1NC(c2cccs2)=CC(c2ccc(Br)cc2)N1 (configuration not stated)
→ ?	nt
O=C(NCCc1ccccc1)C1CCCN1S(=O)(=O)c1ccc(Cl)cc1 (configuration not stated)
→ ?	nt
COc1ccc(OC)c(/C=C2\NC(=O)NC2=O)c1
→ ?	nt
COCCNC(=O)Cn1c(=O)n(Cc2ccc(C(=O)NCCc3ccc(OC)c(OC)c3)cc2)c(=O)c2ccccc21
→ 6%	-12
COc1ccc(-c2noc(C3CCCN(C(=O)c4cccc(F)c4)C3)n2)cc1 (configuration not stated)
→ ?	nt
COc1cc(OC)cc(-c2c(-c3cccs3)c3cc(-c4ccn[nH]4)ccc3n2C)c1
→ ?	nt
CCCn1c(=O)c2[nH]c(-c3ccc(OCC(=O)Nc4ccc(C#N)cc4)cc3)nc2n(CCC)c1=O
→ 0%	1
CCS(=O)(=O)Nc1cccc(-c2ccc3nnc(-c4cccnc4)n3n2)c1
→ 5.8µM*	-27*
O=C(NCc1ccccn1)c1ccc(Cl)c(S(=O)(=O)N2CCOCC2)c1
→ -8%	2
Cc1nc2cc(NC(=O)Nc3ccccc3Cl)ccc2n1C
→ ?	nt
CCCOc1ccc(NC(=O)CC2C(=O)OCC3CCCCN32)cc1 (configuration not stated)
→ ?	nt
CCOC(=O)C(CC)Sc1nnc2c3cc(C)ccc3n(C)c2n1 (configuration not stated)
→ ?	nt
COc1ccc(N2CN=C3SCC(=O)N3C2)cc1
→ -4%	-11
CC(=O)N(OCc1ccc(OC(C)C)c(Cl)c1)C(C)=O
→ -4%	-7
COc1ccc(C(O)(CCN2CCOCC2)c2ccccc2)cc1 (configuration not stated)
→ ?	nt
CC1CCN(C(=O)CC#N)CC1
→ -23%	0
Cn1cccc1Cc1nnc(SCC(=O)Nc2ccc3c(c2)OCCO3)n1-c1ccc(F)cc1
→ i	1
COc1ccc(NC(=O)c2cc(=O)[nH]c(=O)[nH]2)cc1S(=O)(=O)Nc1ccccc1Cl
→ ?	nt
O=C(CN1C(=O)CSc2ccccc21)N1CCc2ccccc21
→ -7%	-25
CN(CC(=O)NNC(=O)CNC(=O)c1ccccc1F)S(=O)(=O)c1ccc(Cl)cc1
→ -1%	12
CCOc1ccc(OCCC(=O)OCC(=O)NC(C)c2ccccc2)cc1 (configuration not stated)
→ ?	nt
O=C(N/N=C/c1ccccc1[N+](=O)[O-])c1ccc2nc[nH]c2c1
→ 11%	2
O=C(CN1C(=O)c2ccc(Br)cc2C1=O)NCC1CCCO1 (configuration not stated)
→ -30%	16
O=C(NCCS(=O)(=O)N1CCN(c2ccccc2F)CC1)c1ccc(Cl)cc1
→ i	nt
CCCCc1nnc(NC(=O)CN2C(=O)NC3(CCCCC3)C2=O)s1
→ -12%	21
CC(C)C[C@H](NC(=O)C1CCC(CNC(=O)[C@@H]2CCCN2C(=O)OC(C)(C)C)CC1)C(=O)O (some centres not stated)
→ 20%	15
CC(C)(C)c1cc(CP(=O)(c2ccccc2)c2ccccc2)cc(C(C)(C)C)c1O
→ ?	nt
CCN(CC(=O)NC1CCS(=O)(=O)C1)Cc1nc2c(Br)cc(Br)cc2c(=O)[nH]1 (configuration not stated)
→ -8%	-10
CN1CCN(c2ccc(NC(=O)c3cc(S(N)(=O)=O)ccc3N3CCOCC3)cc2)CC1
→ ?	nt
Cc1ccc(S(=O)(=O)N(C)c2ccc(C(=O)Nc3cccc(C)n3)cc2)cc1
→ ?	nt
Cc1ccc(NC(=O)CCSc2ccccc2)c(C)c1
→ ?	nt
COc1ccc(CSc2nc3ccccc3c(=O)[nH]2)cc1F
→ ?	nt
COc1ccc2ccc(O)c(CN(C)CC(=O)Nc3ccccc3C(F)(F)F)c2c1
→ ?	nt
COc1ccc(C(C)NC(=O)c2ccccc2)cc1 (configuration not stated)
→ ?	nt
COc1cc(S(=O)(=O)NCc2ccc(F)cc2)ccc1-n1cnnn1
→ i	-18
COc1ccc(NC(=O)CN(C)C(=O)CC2CCCC2)cc1
→ ?	nt
CC(=O)Cc1nsc(NC(=O)c2ccc(-c3ccc(Cl)cc3Cl)o2)n1
→ ?	nt
O=C(CSc1nnc(CCc2nc3ccccc3[nH]2)n1-c1ccccc1)NCc1ccco1
→ ?	nt
C=CCN1C(=O)C2C(C(=O)NC3CCCC3)C3C=CC2(O3)C1C(=O)NC1CCCC1 (configuration not stated)
→ ?	nt
NC(=O)CC12CC3CC(C1)CC(CC(N)=O)(C3)C2
→ ?	nt

Continued:
Second line of a record – Lipid storage S3	Lipid storage S3 cell count max
CCc1cc(=O)oc2cc(C)cc(OCC(=O)NCc3cccnc3)c12
→ ?	nt
COc1ccc(-n2nc(C(=O)O)nc2-c2ccccc2)cc1
→ ?	nt
Cc1cc(C)n2c(SCC(=O)N(CC(C)C)c3c(N)n(CC(C)C)c(=O)[nH]c3=O)nnc2n1
→ ?	nt
Cc1cccc(N(CC(=O)NC(C)(C)C)C(=O)CNC(=O)c2cccs2)c1C
→ 16%	nt
S=C1SCN(Cc2ccccn2)CN1Cc1ccco1
→ i	-34
O=C(COc1ccccc1[N+](=O)[O-])Nc1ccc(Br)cc1
→ 6%	0
CC(C)CC(c1nnnn1Cc1ccc(F)cc1)N1CCC(C(N)=O)CC1 (configuration not stated)
→ ?	nt
CCN(Cc1cc(=O)n2ccsc2n1)Cc1nc2ccccc2c(=O)[nH]1
→ 14%	26
C=CCCN([C@@H](C)C(=O)OC)S(=O)(=O)c1ccccc1Br
→ ?	nt
CNC(=O)COC(=O)/C=C/c1ccc(F)cc1
→ ?	nt
CCOC(=O)Nc1c2ccccc2nc2ccccc12
→ -6%	-11
CC(C)CCNC(=O)c1ccc(-n2cnc3cccnc32)cc1
→ -11%	8
Cc1cc(OC(=O)c2cc(Cl)nc3ccccc23)ccc1Cl
→ ?	nt
C=CCN(c1cccc(C(F)(F)F)c1)S(=O)(=O)c1cccc(C(=O)OCC(=O)Nc2ccccc2)c1
→ ?	nt
COc1ccc(/C=C/C(=O)O)cc1S(=O)(=O)N1CCC(C)CC1
→ ?	nt
COc1ccc(-c2nc3scc(-c4ccccc4)n3n2)cc1
→ ?	nt
O=C(COc1ccccc1Cl)NC(=O)NC1CCCC1
→ ?	nt
O=C(OC1Cn2c(=O)ccc(=O)n2C1)c1ccccc1
→ -2%	16
CCOC(=O)C1=NN(C(=O)c2ccco2)C2(CC2)C1
→ ?	nt
COc1ccc(/C=C/C(=O)OCc2nc3ccccc3c(=O)[nH]2)c(OC)c1
→ ?	nt
CCN(CC)C(=O)CN1CCN(c2ncccn2)CC1
→ 4%	11
O=C(Nc1ccc(Cl)cc1)C1CCN(C(=O)c2cccs2)CC1
→ ?	nt
COc1ccc(NC(=O)NC(=O)c2ccccc2)cc1
→ ?	nt
Cc1ccc(F)cc1CNC(=O)c1cc(COc2ccc3ncccc3c2)on1
→ ?	nt
O=C(COC(=O)c1ccccn1)NCc1ccc(Cl)cc1Cl
→ -4%	-1
COc1cc(NC(=O)c2ccco2)c(OC)cc1NC(=O)CCC(=O)Nc1cccc(C)c1C
→ -8%	-3
CCCCN(CC)CCCNC(=O)c1cn(-c2ccc(OC)cc2)c(=O)c2ccccc12
→ ?	nt
COc1ccc(N(C)S(=O)(=O)c2cccc(C(=O)NC3=NCCS3)c2)cc1
→ ?	nt
CC(=O)Nc1sc(N/N=C\c2ccccc2Cl)nc1-c1cccs1
→ ?	nt
C=CCN1CCN(c2ccncc2S(=O)(=O)N2CCOCC2)CC1
→ i	24
COc1ccccc1NC(=O)c1cc(S(=O)(=O)NCc2ccccc2)ccc1F
→ 6%	-11
C=CCc1c(C)nc(SCCC)[nH]c1=O
→ ?	nt
CCc1ccc(-c2cc(C)no2)cc1S(=O)(=O)N1CCC(C)CC1
→ ?	nt
COc1ccc(/C=N/NC(=O)C(O)(c2ccccc2)c2ccccc2)cc1OC
→ 23%	4
CCOC(=O)c1sc(NC(=O)C2CC(=O)N(c3ccccc3OC)C2)nc1C (configuration not stated)
→ ?	nt
C=CCc1cccc(/C=N/NC(=O)c2ccccc2OC)c1O
→ -6%	-17
CCOC(=O)C1Nc2ccc(Br)cc2C2C=CCC12 (configuration not stated)
→ ?	nt
COc1ccccc1NC(=O)C1=C(C)Nc2nc3ccccc3n2C1c1cccs1 (configuration not stated)
→ ?	nt
CC(=O)COc1ccc2c(C)c(-c3ccccc3)c(=O)oc2c1
→ ?	nt
Cc1ccc2[nH]c(SCC(=O)N3CCOCC3)nc2c1C
→ ?	nt
COc1ccccc1NS(=O)(=O)c1ccc(O)c(C(=O)OCC(=O)N2CCc3ccccc32)c1
→ ?	nt
C=CCn1c(SCC(=O)Nc2cc(C)on2)nnc1C1COc2ccccc2O1 (configuration not stated)
→ 0%	9
CN(C)CCNC(=O)/C(=C/c1cccc([N+](=O)[O-])c1)NC(=O)c1ccccc1
→ ?	nt
CCOC(=O)[C@H]1[C@H]2COc3ccc(OC)cc3[C@@H]2N2C(=O)CN(Cc3ccc(C)cc3)C(=O)[C@@]12C
→ ?	nt
CCOC(=O)C1=C(c2ccccc2)NC(SCC)=C(C#N)C1c1cccnc1 (configuration not stated)
→ i	nt
COc1ccc(CCNC(=O)C2CCCN(S(=O)(=O)c3ccc(OC)cc3)C2)cc1 (configuration not stated)
→ ?	nt
Clc1cccc(OCCN2CCCC2)c1
→ ?	nt
CC(=O)c1cccc(N(CC(=O)NC2CCCC2)C(=O)c2csnn2)c1
→ i	24
CC(C)(C)CN1CCNC(=O)C1CC(=O)NCCc1ccccc1C(F)(F)F (configuration not stated)
→ 14%	7
CC(C)c1ccc(C2NC(=S)NC3=C2C(=O)CCC3)cc1 (configuration not stated)
→ 13%	2
COc1ccc(S(=O)(=O)N(C)C)cc1NC(=O)Cc1cccs1
→ 3%	nt
Cc1cccc(/C=C/c2onc(C)c2S(=O)(=O)N2CCC(C(=O)N3CCCCC3)CC2)c1
→ 20%	nt
COCCN1Cc2cccc(C(=O)NCC3CCN(CC(C)C)C3)c2C1=O (configuration not stated)
→ -22%	-4
CCOc1ccc(Cl)cc1S(=O)(=O)n1cnc2cc(C)c(C)cc21
→ ?	nt
O=S(=O)(CC(CN1CCCCC1)N1CCCCC1)c1ccc2ccccc2c1 (configuration not stated)
→ i	23
O=C(CSc1nc2ccccc2c(=O)n1-c1ccccc1)N/N=C/C=C/c1ccccc1[N+](=O)[O-]
→ 1%	-1
Cc1c(C(=O)O)nn(-c2ccccc2)c(=O)c1C#N
→ 13%[9.22 µM]	nt

Bioassay records as filed in PubChem BioAssay.

These rows are one share of the data. The share of hits here may be higher or lower than overall.
